PI4K2A inh: PI4K2A (human) kinase inhibition | Q9BTU6 | purified PI4K2A, ADP-Glo luminescence, 1 h; active compounds read low | activity change, negative = inhibition, % at 76.9 µM | 0.13% of 420,000 active; in the data active = activity change below about -50%; inconclusive = mostly about -30% to -49%;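 also: -100% = wells without enzyme as full effect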
Target sequence (Q9BTU6 whole entry, looked up): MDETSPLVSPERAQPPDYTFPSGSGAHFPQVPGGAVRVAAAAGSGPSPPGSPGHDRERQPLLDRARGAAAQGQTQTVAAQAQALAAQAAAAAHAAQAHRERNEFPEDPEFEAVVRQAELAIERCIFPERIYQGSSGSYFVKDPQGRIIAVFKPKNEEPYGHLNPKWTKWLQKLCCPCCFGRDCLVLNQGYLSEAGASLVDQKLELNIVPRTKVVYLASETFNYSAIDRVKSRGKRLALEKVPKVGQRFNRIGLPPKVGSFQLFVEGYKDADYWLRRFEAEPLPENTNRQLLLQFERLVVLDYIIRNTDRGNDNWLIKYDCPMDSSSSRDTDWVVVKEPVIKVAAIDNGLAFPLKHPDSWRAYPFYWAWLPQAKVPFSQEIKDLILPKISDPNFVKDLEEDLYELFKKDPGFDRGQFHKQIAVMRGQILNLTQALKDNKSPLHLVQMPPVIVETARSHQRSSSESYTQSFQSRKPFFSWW
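In this quantitative HTS, ADP production by PI4K2A was quantified luminescently after 1 h at ambient temperature; 100 microM adenosine served as plate-quality control.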
Pin1 inh: blocks the human prolyl isomerase Pin1. Q13526. Pin1 FP peptide displacement, HiFluor488, 10 min. Potency, µM (highest dose often 115 µM), inactives show top-dose activity, negative = inhibition, actives largely listed as inhibitors. 0.009% of 390,000 active; active = well fitted inhibition curve with a large enough effect in the polarisation, with a control signal flat, not every such curve was filed as active; inconclusive = small, poorly fitted or top-dose-only effect, or effect the other way, or a change in a side signal; inactive = no such curve, though single readings can be large or run the other way; the % refers to the polarisation; also: potency is read from the fitted curve at half-maximal effect; % is scaled to controls: 0 for no effect and ±100 for the full control effect
Target sequence (Q13526 whole entry, looked up): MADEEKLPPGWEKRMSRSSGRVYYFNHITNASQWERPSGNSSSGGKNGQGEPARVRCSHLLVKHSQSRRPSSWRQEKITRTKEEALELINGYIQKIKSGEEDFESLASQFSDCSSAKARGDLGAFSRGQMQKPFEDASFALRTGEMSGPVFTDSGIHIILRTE
JMJD2A Tudor: inhibitors of human JMJD2A Tudor domain | O75164 | AlphaScreen JMJD2A-Tudor / H3K4me3 peptide binding | Potency, µM (highest dose often 114 µM), without a hit: top-dose activity change, negative = inhibition, usual class: inhibitors | 4.4% of 390,000 active | AID 504339; also: potency is read from the fitted curve at half-maximal effect; % is scaled to controls: 0 for no effect and ±100 for the full control effect; nearly all actives have a fitted effect of over 50% in size
G9a block: inhibitors of human histone lysine methyltransferase G9a; G9a H3K9 monomethylation, AlphaScreen, 2 h; 8.8% of 350,000 active; Potency, µM (doses to about 102 µM), without a hit: at the top dose activity, negative = inhibition, most hits filed as inhibitors; AID 504332; also: potency is read from the fitted curve at half-maximal effect; % is scaled to controls: 0 for no effect and ±100 for the full control effect; nearly all actives have a fitted effect of over 75% in size
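Readings reflect AlphaScreen signal from monomethyl-H3K9 antibody detection. HMT at 20 nM; substrate b-H3K9 500 nM; cofactor SAM 20 uM; 2 h RT reaction; compounds tested as titrations in qHTS with 15 min preincubation.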
BAZ2B inh: blocks human BAZ2B | Potency, µM (top dose mostly 114 µM), without a hit: at the highest dose activity change, negative = inhibition, actives largely listed as inhibitors | AID 504333 | AlphaScreen BAZ2B-H3K14Ac peptide displacement | 4.4% of 360,000 active; also: potency is read from the fitted curve at half-maximal effect; % is scaled to controls: 0 for no effect and ±100 for the full control effect; nearly all actives have a fitted effect of over 60% in size
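BAZ2B 50 nM plus b-H3(5-23)K14Ac 50 nM, PBS pH 7.4/0.01% Tween-20, 30 min RT; compound added (max 110 uM), 30 min RT; streptavidin donor/Ni-chelate acceptor beads 10 ug/mL final, 20 min dark; AlphaScreen read.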
HP1b binding inh: blocks HP1-beta chromodomain binding to methylated histone tails | Potency, µM (titrated, usually from 114 µM), without a hit: at the highest dose activity change, negative = inhibition, usual class: inhibitors | 0.56% of 390,000 active | AlphaScreen HP1-beta / biotin-H3K9me3 peptide binding | AID 540317; also: potency is read from the fitted curve at half-maximal effect; nearly all actives have a fitted effect of over 70% in size; inactives centre near 23
Target sequence (P83916 whole entry, looked up): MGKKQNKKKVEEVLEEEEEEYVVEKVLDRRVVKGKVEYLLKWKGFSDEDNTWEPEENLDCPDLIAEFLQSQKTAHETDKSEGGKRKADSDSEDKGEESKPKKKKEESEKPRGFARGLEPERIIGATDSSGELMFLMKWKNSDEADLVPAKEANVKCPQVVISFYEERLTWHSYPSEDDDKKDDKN
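AlphaScreen: HP1-beta (50 nM) preformed 30 min with biotin-H3(1-18)K9me3 peptide (50 nM) in PBS pH 7.4, 0.01% Tween-20. Compound added for 30 min at RT, then streptavidin donor/nickel chelate acceptor beads (10 ug/mL) for 30 min.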
PGK inhibitor: blocks T. brucei phosphoglycerate kinase; P07378; PGK/GAPDH coupled, Kinase-Glo luminescence, 60 min; Potency, µM (top dose mostly 57.5 µM), inactives show at the top dose activity change, negative = inhibition, most hits filed as inhibitors; 0.043% of 380,000 active; also: potency is read from the fitted curve at half-maximal effect; % is scaled to controls: 0 for no effect and ±100 for the full control effect; nearly all actives have a fitted effect of over 60% in size
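Luminescent ATP detection (Kinase-Glo Plus) follows a 60-minute room-temperature incubation, with wells lacking PGK as controls. Buffer: 100 mM TEA (pH 7.6), 5 mM MgCl2, 0.01% Tween-20. Coupling enzyme GAPDH (100 nM final) supplies unstable 1,3-BPG in-well.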
ERG-DNA inh: blocks human ERG Ets domain binding to DNA | P11308 | fluorescence polarization, His-ERG Ets domain / labelled DNA | Potency, µM (titrated, usually from 76.9 µM), without a hit: at the top dose FP activity, negative = inhibition, actives largely listed as inhibitors | 0.028% of 370,000 active; active = well fitted inhibition curve with a large enough effect in the polarisation, with a control signal flat; inconclusive = small, poorly fitted or top-dose-only effect, or effect the other way, or a change in a side signal; inactive = no such curve, though single readings can be large or run the other way; the % refers to the polarisation;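 also: polarization taken with two DNA probes labelled with fluorescein and Texas red; potency is read from the fitted curve at half-maximal effect; % of control where 0% means no effect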
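His-tagged ERG Ets domain (1 uM in the protein solution; 300mM KCl, 50mM Tris-HCl, 1mM EDTA, 1mM DTT, pH 7.5) received compound, then a probe mix of 5 nM fluorescein-DNA and 100nM Texas-615-DNA. Fluorescence polarization was read for both dyes.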
GLS inhibitor: glutaminase GLS (human) inhibition; Potency, µM (top dose mostly 45.5 µM), for inactives: at the highest dose activity change, negative = inhibition, usual class: inhibitors; 0.21% of 410,000 active; O94925; GLS enzymatic activity, qHTS titration; AID 624170; also: potency is read from the fitted curve at half-maximal effect; % is scaled to controls: 0 for no effect and ±100 for the full control effect
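Two-point fluorescence kinetic (t0, 30 min RT) for hKGA; glutamate detected via glutamate oxidase–HRP–Amplex Red. Substrate: 1 mM L-glutamine solution; buffer 45 mM KH2PO4, pH 8.2.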
Numbers without * were called inactive; i = inactive; ? = inconclusive; / = not tested or not shown; [ ] = another dose, or the depositor's remark. Unless noted, calls follow the shape of the dose curve; as a rule, active = well fitted curve in the direction sought with a large enough effect; inconclusive = small, poorly fitted or top-dose-only effect, or another doubt; inactive = no such curve, though single readings can be large; an effect the other way counts as inactive or inconclusive.

HP1b binding inh	JMJD2A Tudor	GLS inhibitor	PI4K2A inh	Pin1 inh	ERG-DNA inh	BAZ2B inh	PGK inhibitor	G9a block	structure
35%	-12%	2%	-7	?	7%	2%	-3%	-70%	Cc1cc(=O)oc2cc(NC(=O)c3cccc(S(C)(=O)=O)c3)ccc12
40%[activator]	2%	5%	1	-1%	0%	1%	-1%	-29%	CCOC(=O)C1CCN(C(=O)COC(=O)c2ccc(Br)o2)CC1
7%	-13%	14%	-1	-1%	-2%	-1%	i	6%	O=c1cnnc(N/N=C/c2c[nH]c3ccccc23)[nH]1
52%[activator]	-7%	2%	3	1%	-3%	4%	/	17%	CCn1cc(C(=O)NCCc2ccc(Cl)cc2)c(=O)c2ccc(C)nc21
18%[57 µM]	-18%	-5%	0	7%	-4%	-7%	0%	/	CC(=O)Nc1ccc(S(=O)(=O)N(Cc2ccccc2)c2ccccc2F)cc1
17%	-8%	-4%	1	23%	-5%	-10%	-4%	/	CN(C)S(=O)(=O)c1ccc(NC(=O)COC(=O)c2n[nH]c3ccccc23)cc1
29%	7%	-3%	0	6%	6%	10%	10%	-11%[59 µM]	O=C(Nc1ccc(Cl)c(S(=O)(=O)N2CCOCC2)c1)c1n[nH]c(=O)c2ccccc12
31%	2%[57.1 µM]	3%	0	-1%	-2%	-35%	5%	?	Cn1c(CO)cnc1SCC(=O)c1ccc(Br)cc1
37%	-1%	-3%	1	5%	0%	/	9%	/	O=C(NCc1ccccc1)c1cccc(NC(=O)C2CCCCC2)c1
60%[activator]	26%	-4%	-4	29%	4%	17%	7%	40%[activator][59 µM]	CC(C)Cn1nc(NC(=O)c2cccc(Cl)c2)c2cc3ccccc3nc21
27%	10%	-1%	-18	-5%	-8%	-5%	-1%	/	Cc1ccccc1-c1nnn(CC(=O)Nc2ccc3c(c2)OCO3)n1
?	2.5µM*	-17%	1	0%	?	-16%	10%	-11%	COc1cccc(CN2CCN(S(=O)(=O)c3ccc(NC(C)=O)cc3)CC2)c1OC
15%	-13%	-2%	5	-8%	-4%	-20%	i	-6%[59 µM]	CCc1ccc(-c2nc3c(c(SCc4ccccc4)n2)Cc2c(CO)cnc(C)c2O3)cc1
10%	-7%[57.1 µM]	-9%	6	-1%	-12%	-12%	-4%	20%[59 µM]	Clc1ccc(N2CCOCC2)nn1
15%	-15%	-3%	4	1%	14%	-11%	i	-11%	COC(=O)c1ccc(C(=O)OC)c(=O)[nH]1
23%	9%	0%	3	-1%	-12%	-1%	i	9%	CCOC(=O)CN1N=C(/C=C/c2ccc(C)cc2)CCC1=O
12%	-23%	1%	1	12%	3%	9%	-11%	9%	COc1ccccc1CCNC(=O)C(=O)NCC1OCCN1S(=O)(=O)c1ccc(Cl)cc1 (stereo unspecified)
23%	-1%	-4%	-6	-3%	/	9%	-2%	-49%	CCN(CC)CCCn1c2c(c(SCC(=O)Nc3cc(C)on3)nc1=O)CCC2
23%	-13%	-9%	-1	-10%	-9%	-1%	/	11%[59 µM]	Cc1c(CCNC(=O)c2c(F)cccc2F)sc2nc(-c3ccc(F)cc3)nn12
29%	-12%	2%	-4	2%	-5%	-7%	10%	-27%[59 µM]	COC(=O)CN1C(=O)CSc2ccc(S(=O)(=O)Nc3cccc(Br)c3)cc21
10%	-28%	5%	-7	?	5%	-9%	i	18%[59 µM]	Cc1c(Cl)cccc1N/C(SCC(=O)N1CCCCCC1)=C(/C#N)c1nc2ccccc2s1
32%	-18%	-2%	4	-10%	-3%	-4%	4%	2%[12.7 µM]	CCC(C)Sc1nc2ccccc2n1CC(=O)O (stereo unspecified)
5%	50µM*	-23%	4	-11%	-5%	-33%	-2%	1.4µM*	Cc1ccc(-n2c(-c3ccc(Cl)cc3)n[nH]c2=S)cc1
73%[activator]	-6%	0%	-1	-3%	7%	-5%	1%	?	COC(=O)CSc1[nH]c2ccc(Br)cc2c1[N+](=O)[O-]
20%	-20%	6%	0	3%	1%	12%	-4%	?	COc1ccccc1C(=O)NC(CCSC)C(=O)NCC(c1ccccc1OC)N1CCCC1 (stereo unspecified)
12%	-6%	29%	-3	-10%	-4%	0%	10%	-7%	O=C(NN1CCOCC1)c1cc(-c2cccc(Cl)c2)nc2ccccc12
24%	-3%	-9%	-6	0%	-11%	/	-8%	/	COc1ccc(Cl)cc1C(=O)NNC(=O)c1cccs1
18%[57 µM]	6%	0%	-5	?	11%	-9%	4%	0%	CCOC(=O)N1CCN(c2nc3c(C)cccn3c(=O)c2C=O)CC1
35%	-15%	-4%	40	1%	3%	-10%	-2%	-25%[59 µM]	Oc1c(C(c2ccccc2)N2CCOCC2)sc2nc(-c3ccco3)nn12 (stereo unspecified)
24%	-9%	1%	1	-2%	0%	2%	-4%	-5%	Cc1cccc(NC(=O)N2CCC(c3nc4ccccc4o3)CC2)c1
?	28µM*	1%	1	0%	-15%	28µM*	i	20µM*	COc1cccc(CN2CCN(C(=O)c3ccco3)CC2)c1
12%	-15%	1%	-3	-6%	/	-2%	-10%[11.5 µM]	?	Cc1ccccc1NCC(=O)N/N=C/C(Br)=C/c1ccccc1
14%	-5%	2%	-5	1%	-5%	-6%	-2%	?	O=C(c1c[nH]c2ccc(S(=O)(=O)N3CCOCC3)cc2c1=O)N1CCCC1
40%[activator]	-16%	-6%	1	2%	-3%	-7%	3%	22%[12.7 µM]	COc1cc(SC)ccc1C(=O)Nc1c(C)cccc1C
?	1.6µM*	-2%	-51*	?	/	2.8µM*	?	6.3µM*	COc1ccc(OC)c(-c2c3cc(O)c(=O)cc-3oc3cc(O)c(O)cc23)c1
7%	-20%	11%	-8	-4%	1%	-11%	-2%	37%[activator][59 µM]	CNC(=S)NNC(=O)c1cc(C(C)(C)C)nn1Cc1ccc(F)cc1
7.9µM*	79µM*	9%	-8	5%	1%	-9%	8%	8.9µM*	Cc1cccc(-n2c(N)c(C(=O)N3CCN(C)CC3)sc2=S)c1
46%[activator]	-6%	-12%	8	-1%	-3%	-1%	-4%	-5%[12.7 µM]	CCN1CCN(C(CNS(=O)(=O)c2ccc(C)cc2)c2ccccc2)CC1 (stereo unspecified)
15%	-10%	2%	-7	6%	-12%	7%	6%	8%[59 µM]	Cc1ccc(C(=O)OCc2cn3ccccc3n2)cc1
46%[activator]	-2%	0%	-1	6%	-4%	33%[activator]	7%	15%	C[C@H](NC(=O)c1ccccc1Cl)C(=O)OCC(=O)N1CC2(C)CC1CC(C)(C)C2 (stereo partly specified)
4%	-5%[11.4 µM]	10%	0	-10%	10%	5%	-11%	/	NC(N)=N/N=C/c1ccccc1Cl
-12%	-30%	4%	-3	0%	0%	/	-4%	/	COc1cccc(OC)c1C(=O)Nc1sc2c(c1C(N)=O)CCCC2
13%	20µM*	35%[activator]	-18	5%	/	/	-10%	/	Oc1ccc(C=NNc2ccccn2)c(O)c1
50%[activator]	-20%	2%	0	2%	-3%	8%	-9%	13%[12.7 µM]	CC(O)CNc1nc2c(c(=O)n(C)c(=O)n2C)n1Cc1cccc(C(F)(F)F)c1 (stereo unspecified)
39%[activator]	3%	-3%	-3	-11%	0%	/	i	19%	O=C(Cc1n[nH]c(=O)c2ccccc12)NCc1ccccc1
9%	-4%	1%	5	-2%	-2%	4%	9%	?	Nc1nnc(CSCc2ccc(Cl)cc2Cl)s1
-3%	-22%	-5%	0	-1%	0%	-26%	-8%	?	Cc1ccc(NC(=O)CNc2ccc(N3CCOCC3)cc2)cc1S(=O)(=O)N(C)C
55%[activator]	-11%	-2%	33	2%	3%	-38%	-2%	?	Cc1cc(C(=O)Oc2cccnc2)ccc1[N+](=O)[O-]
21%	-23%	-8%	-7	-20%	2%	50µM*	?	28µM*	CC(C(=O)NC1C(=O)N2C(C(=O)O)=C(CSc3nnnn3C)CSC12)n1cc(Br)cn1 (stereo unspecified)
61%[activator]	-15%	-3%	-5	?	13%	0%	i	6%[12.7 µM]	O=C(CSc1nnc2nnc3ccccc3n12)N1CCOCC1
12%	?	-1%	2	?	-14%	-31%	-6%	-49%	CCOC(=O)c1cc(C)n(Cc2cccc(OC)c2OC)c1C
2%	-10%	-3%	0	-7%	1%	12%	-6%	-19%	O=C(COC(=O)Cn1cc(C(F)(F)F)ccc1=O)NCc1ccccc1
26%	-5%	1%	5	0%	1%	0%	-5%	-3%	O=S1(=O)C[C@@H](O)[C@@H](Nc2ccccc2)C1
23%	-4%	-2%	-2	-5%	-8%	/	4%	/	Cc1ccccc1N(CC(=O)N1CCCC1)S(=O)(=O)c1ccc(Cl)cc1
35%	-28%	22%	-5	-4%	2%	-1%	i	0%	CCCCC(CCC(=O)O)(C(=O)OCC)c1csc(N)n1 (stereo unspecified)

Entries listed so far containing a furan ring, fused or not, in the order listed:
HP1b binding inh	JMJD2A Tudor	GLS inhibitor	PI4K2A inh	Pin1 inh	ERG-DNA inh	BAZ2B inh	PGK inhibitor	G9a block	structure
40%[activator]	2%	5%	1	-1%	0%	1%	-1%	-29%	CCOC(=O)C1CCN(C(=O)COC(=O)c2ccc(Br)o2)CC1
35%	-15%	-4%	40	1%	3%	-10%	-2%	-25%[59 µM]	Oc1c(C(c2ccccc2)N2CCOCC2)sc2nc(-c3ccco3)nn12 (stereo unspecified)
?	28µM*	1%	1	0%	-15%	28µM*	i	20µM*	COc1cccc(CN2CCN(C(=O)c3ccco3)CC2)c1

Compound activity: PubChem, National Center for Advancing Translational Sciences (NCATS)
